TbREL1 inh: TbREL1 inhibition, primary screen. 89,000 tested, 0.49% active. AID 1117264. TbREL1 RNA ligation, FRET fluorescence. inhibition, % at 9.66 µM. P86926;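 active = inhibition above the mean inhibition across all screened compounds plus 3 SD, cut at about 11% in these data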;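 also: 0% = plate median of test wells and 100% = NSC42067 control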
Target sequence (P86926 whole entry, looked up): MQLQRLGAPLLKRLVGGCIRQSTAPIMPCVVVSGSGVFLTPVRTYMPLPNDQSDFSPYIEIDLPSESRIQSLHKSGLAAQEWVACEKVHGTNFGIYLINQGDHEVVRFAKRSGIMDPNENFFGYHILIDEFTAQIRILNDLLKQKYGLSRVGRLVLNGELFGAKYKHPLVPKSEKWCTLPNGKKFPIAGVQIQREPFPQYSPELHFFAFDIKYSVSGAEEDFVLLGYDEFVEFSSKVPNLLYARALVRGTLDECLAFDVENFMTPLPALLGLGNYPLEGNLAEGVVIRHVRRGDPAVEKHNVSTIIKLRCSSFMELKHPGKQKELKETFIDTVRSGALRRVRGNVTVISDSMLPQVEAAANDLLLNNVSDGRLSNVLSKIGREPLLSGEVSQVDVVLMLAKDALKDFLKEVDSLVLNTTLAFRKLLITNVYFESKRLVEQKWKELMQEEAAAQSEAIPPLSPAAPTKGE
* marks the source's active call; other numbers are inactive results. Not all compounds are listed; the hit share may differ from the screen's.

Compound	TbREL1 inh
CC1CN(c2nc3ccccn3c(=O)c2C=O)CC(C)O1 (stereo unspecified)	6.4
CCc1ccc(/C=C(/C#N)C(N)=S)s1	-1.0
CCOC(=O)c1snc2c(=O)[nH]cnc12	-0.3
CC(C)C[C@H]1COc2cc(N3CCC[C@@H]3CO)ccc2S(=O)(=O)N1	0.4
CCN(CC)S(=O)(=O)c1cccc(C(=O)NCCCN2CCOCC2)c1	-1.6
COc1cc(OC)cc(C(=O)NC(C(=O)OCn2nnc3ccccc3c2=O)C(C)C)c1 (stereo unspecified)	-1.6
CC(=O)Nc1nn(C)c2nc3ccc(C)cc3cc12	4.8
O=C(CCCN1C(=O)/C(=C/c2cccs2)SC1=S)NNC(=O)c1ccccc1O	-1.9
Cc1ccc2c(c1)N(CC(=O)N1CCCC(C)C1)C(=O)CO2 (stereo unspecified)	1.3
O=C(COc1ccc(Br)cc1)Nc1ccc(C(=O)Nc2ccccc2C(=O)O)cc1	8.1
CC(NC(=O)c1ccc(CS(=O)(=O)Cc2ccccc2F)o1)c1ccc2c(c1)OCCO2 (stereo unspecified)	-2.1
CCn1cc(C(=O)NCCc2ccc(OC)c(OC)c2)c(=O)c2cc(S(=O)(=O)N3CCOCC3)ccc21	0.3
COc1ccc2nc3n(c(=O)c2c1)-c1cc2ccccc2cc1C(=O)NC3Cc1ccccc1 (stereo unspecified)	-2.5
CCCCCn1c(-c2ccco2)nc2nc3ccccc3nc21	-0.6
Cc1ccc(C(C(=O)NC(C)(C)C)N(Cc2ccco2)C(=O)Cn2nnc(-c3cccs3)n2)cc1 (stereo unspecified)	-1.3

Two records picked at random from the list so far, as already listed:
Compound	TbREL1 inh
CCN(CC)S(=O)(=O)c1cccc(C(=O)NCCCN2CCOCC2)c1	-1.6
CCCCCn1c(-c2ccco2)nc2nc3ccccc3nc21	-0.6

The main list resumes with the 4 entries that preceded the break.
Compound	TbREL1 inh
CCn1cc(C(=O)NCCc2ccc(OC)c(OC)c2)c(=O)c2cc(S(=O)(=O)N3CCOCC3)ccc21	0.3
COc1ccc2nc3n(c(=O)c2c1)-c1cc2ccccc2cc1C(=O)NC3Cc1ccccc1 (stereo unspecified)	-2.5
CCCCCn1c(-c2ccco2)nc2nc3ccccc3nc21	-0.6
Cc1ccc(C(C(=O)NC(C)(C)C)N(Cc2ccco2)C(=O)Cn2nnc(-c3cccs3)n2)cc1 (stereo unspecified)	-1.3
Cc1cccc(-c2nc3c(c(SCC(N)=O)n2)CCCC3)c1	3.2
CCOC(=O)NN1C(=O)c2ccccc2NC1c1ccc(OC)cc1OC (stereo unspecified)	-1.0
C/C(=N\NC(=O)CSc1nnc(-c2ccccc2)n1-c1ccc(C)cc1)c1ccc(-c2ccccc2)cc1	2.0
CCCCCc1cc(=O)oc2c(C(CCN3CCCCC3)c3cc(OC)c(OC)c(OC)c3)c(OC)cc(OC)c12 (stereo unspecified)	3.8
O=C(N/C(=C\c1cccc([N+](=O)[O-])c1)C(=O)N1CCOCC1)c1ccco1	7.0
Cc1ccccc1NC(=S)N(CCCN1CCOCC1)Cc1cccs1	-3.4
CCOC(=O)C1=CCN(S(C)(=O)=O)C1c1ccc(C)cc1 (stereo unspecified)	-1.3
COc1ccc(CCN(C)C(=O)CN2C(=O)NC3(CCCc4ccccc43)C2=O)cc1OC (stereo unspecified)	-0.1
Cc1ccccc1OCC(=O)Nc1ccc2c(c1)OCCO2	-0.7
CCOc1ccc(NC(=O)CC2S/C(=N/N=C3CCCCCC3)NC2=O)cc1 (stereo unspecified)	1.1
O=C(CCCC(=O)NCc1ccc(F)cc1)NCc1ccc(F)cc1	4.9
Cn1c(CNc2ccccc2)nc2ccccc21	-2.8
CC(C)c1ccc(NC(=S)NC2CC3C=CC2C3)cc1 (stereo unspecified)	-8.6
Brc1ccc(CSc2nnc(SCc3ccccc3)s2)cc1	3.2
O=C(NC(=S)NCc1ccco1)c1cccc(Cl)c1	3.4
C[C@H](CO)N1C[C@H](C)[C@@H](CN(C)C(=O)Nc2ccccc2)Oc2c(NC(=O)NC3CCCCC3)cccc2C1=O	-1.9
CCOC(=O)c1c(C)c(C(=O)O)n(C)c1C	-1.3
CC(=O)Nc1nc(-c2cc([N+](=O)[O-])cs2)cs1	0.6
Nc1[nH]c2cc(C(F)(F)F)ccc2c1C(=O)N1CCN(CCc2ccccc2)CC1	2.2
O=c1oc2ccccc2c(NCc2ccccc2)c1[N+](=O)[O-]	1.6
Cn1c(=S)[nH]c2scc(-c3cccs3)c2c1=O	-1.6
CCOC(=O)c1cccc(NC(=O)CSc2nnnn2CC)c1	3.5
CCOC(=O)COc1ccccc1/C=N/Nc1nnc2c3ccccc3n(C)c2n1	-2.7
Cc1ccc(Cn2c(CN3CCN(C(=O)c4ccco4)CC3)nc3c2c(=O)n(C)c(=O)n3C)cc1	3.8
C[C@@H](C(=O)N1CCN(c2ccccc2)CC1)N1C(=O)C2CC=CCC2C1=O (stereo partly specified)	-2.2
Cc1ccccc1NC(=S)NC(NC(=O)N(C)C)C(Cl)(Cl)Cl (stereo unspecified)	-2.4
C=CCOc1cccc(C2/C(=C(\O)c3ccc4c(c3)OCCO4)C(=O)C(=O)N2Cc2cccnc2)c1 (stereo unspecified)	-5.1
C[C@H]1COC(=O)[C@@H](CC(=O)OC(C)(C)C)C/C=C\C[C@@H](CC(=O)N(CCO)Cc2ccccc2)C(=O)N1	1.5
CCOc1ccccc1NC(=S)N(CCC(C)C)C1CCN(C(C)=O)CC1	-2.3
O=[N+]([O-])c1ccccc1CNC1CCCc2ccccc21 (stereo unspecified)	5.7

Individual results from the results shown.
O=[N+]([O-])c1ccccc1CNC1CCCc2ccccc21 (stereo unspecified) @ TbREL1 inh = 5.7
CCOC(=O)c1cccc(NC(=O)CSc2nnnn2CC)c1 @ TbREL1 inh = 3.5
O=c1oc2ccccc2c(NCc2ccccc2)c1[N+](=O)[O-] @ TbREL1 inh = 1.6

Following part
Compound	TbREL1 inh
O=C(CN1CCOCC1)NCCC12CC3CC(CC(C3)C1)C2	5.3
Cc1cc(NC(=O)CCC(=O)N(c2ccccc2)C(C(=O)NC2CCCC2)c2ccccc2)no1 (stereo unspecified)	-2.1
CCC1=C(OC(=O)N(CC)CC)N2C(=O)OC(=NCC(=O)OC)[C@]2(C)[C@H]2C1=CC[C@H]1C(=O)NC(=O)[C@H]12	4.7
Cc1ccc(S(=O)(=O)NC(C)C(=O)NCc2ccc(Cl)cc2)cc1 (stereo unspecified)	-0.5
c1ccc2c(c1)CCCN2c1nc2ccccc2n2cnnc12	-3.3
O=C(NC1CC2CCC(C1)N2C(=O)NCc1ccccc1)NC12CC3CC(CC(C3)C1)C2 (stereo unspecified)	0.5
Cc1c(O)c(C)c2c(c1O)C(=O)C[C@@H](c1ccccc1)O2	-0.1
Cn1nnnc1Sc1ncnc2scc(-c3ccccc3Cl)c12	-1.6
CC(C)[C@H]1/C(=C/C2CC2)N2C(=O)C[C@H](c3ccccc3)N=C2N1C	-4.5
Cn1c(/N=C/c2c[nH]c3ccccc23)nc2ccccc21	1.7
NC(=S)N/N=C/c1cc([N+](=O)[O-])ccc1Cl	1.9
COc1cccc(CN2CC(C(=O)NCCSc3nnnn3C)CCC2=O)c1 (stereo unspecified)	4.0
Cc1[nH]c2ccccc2c1C(=O)COC(=O)C1CC(O)CN1S(=O)(=O)c1ccc(Cl)cc1 (stereo unspecified)	-1.9
C#CCNC(=O)C1=C[C@@H](c2coc3ccccc3c2=O)[C@H](CCCO)[C@@H](OCC)O1	-1.3
O=C(CSc1nc2ccccc2n1Cc1ccccc1)NNC(=S)Nc1ccccc1	-8.9
O=C(Nc1cnn(Cc2ccc(Cl)cc2)c1)c1ccc([N+](=O)[O-])cc1	2.5
CCCCCc1c(C)nc(N2CCc3ccccc3C2)[nH]c1=O	1.3
O=C(O[C@H]1CC[C@@]23CCCN2C(=O)CCC[C@H]3C1)N1CCOCC1	13.7*
O=C(NCCc1cccs1)C1CC(c2c(Cl)cccc2Cl)=NO1 (stereo unspecified)	-0.8
CCC1([N+](=O)[O-])COC(c2ccc(Cl)cc2)OC1 (stereo unspecified)	-0.9
CN(C)CCn1c(=O)n(-c2ccc(F)cc2)c(=O)c2c3c(sc21)CCCCC3	0.4
COc1cc(OC)cc(-c2cc3ccc(F)cc3cn2)c1	1.4
O=C(NCCc1nnc2ccc(SCC(=O)N3CCCC3)nn12)c1ccccc1	3.6
Cc1ccc(-c2nc3cc(NC(=O)C(C)C)ccc3o2)cc1	-0.7
Nc1cc(=O)[nH]c(SCC(=O)Nc2cc([N+](=O)[O-])ccc2Cl)n1	-0.9
O=C(NCc1ccccn1)Nc1cccc(NC(=O)NCc2ccccn2)c1	0.1
CC(NC(=O)C1CCC(=O)N1Cc1ccc(F)cc1)c1ccc2c(c1)OCCO2 (stereo unspecified)	0.5
Cc1cccc2nc(CSc3nnc4ccccn34)cn12	-1.6
Cn1c(CN2CCCCC2)nc2cc(NC(=O)c3cccs3)ccc21	-1.5
Cc1nc(SCC(=O)N2CCN(c3ccccc3)CC2)n[nH]1	2.8
O/N=C(\c1ccc2c(c1)OCCO2)C1CCCCC1	-1.7
O=C1CC[C@@H](O)CCN1CC[C@H](Sc1ccc(Br)cc1)c1ccccc1	1.5
CCOC(=O)c1cnn2c(C)cc(-c3ccc(F)cc3)nc12	5.9
Cc1nn(Cc2ccc(C(=O)Nc3nccs3)cc2)c(C)c1Cl	2.9
Cc1nc2c(C(=O)NCc3ccco3)cnn2c(C)c1Cc1ccc(F)cc1Cl	-0.2
Cc1ccccc1CN(c1ccc(C(N)=O)cc1)S(C)(=O)=O	-2.5
Cc1c(Cl)c(-c2n[nH]c(=S)n2-c2ccccc2)nn1C	-4.6
O=C(c1ccco1)N(Cc1nc2ccccc2c(=O)[nH]1)C1CCCC1	-1.2
CCCCn1nnnc1C(c1cc2ccccc2o1)N(C)Cc1ccc(Cl)cc1 (stereo unspecified)	-1.7
CC(C)c1ccc(NC(=O)C2C3C=CC4(O3)C2C(=O)N(CCCN2CCCCC2)C4C(=O)NC2CCCCC2)cc1 (stereo unspecified)	0.9
COc1ccc(OC)c(/C=C/C(=O)N(C)CC(=O)Nc2ccc(N3CCOCC3)cc2)c1	-1.0
O=C(CN1CCN(Cc2ccc(Cl)cc2)C1=O)NCCCN1CCOCC1	-0.7
CN(C)/C(=N\OC(=O)c1ccccc1)c1nonc1N	0.8
COCCNC(=O)CCCn1c(=O)c2ccccc2n(CC(=O)NCCC2=CCCCC2)c1=O	3.9
COc1ccc(Cl)cc1S(=O)(=O)n1nnc2ccccc21	0.0
O=C(CSC1=Nc2ccccc2C2=NC(Cc3c[nH]c4ccccc34)C(=O)N12)NC1CCCCC1 (stereo unspecified)	-0.7
Cc1nc(C(=O)NCCC(C)C)sc1C1(C)CC(c2ccccc2)=NO1 (stereo unspecified)	-1.2
Cc1ccsc1/C=N/NC(=O)CNC(=O)c1cccc([N+](=O)[O-])c1C	-0.6
C=CCn1c(-c2ccc(N)cc2)nc2ccccc21	-1.7
CCCCSC1=C(C#N)C(c2ccccc2C)CC(=O)N1 (stereo unspecified)	6.3
C=CCN(Cc1ccc(OC)cc1OC)C(C#Cc1ccccc1)c1ccccc1 (stereo unspecified)	2.7
Cc1ccc(NC(=O)CN(C)C(=O)CSc2nncn2C)cc1	0.6
CC(C)CNC(=O)CSc1nc2nn(-c3ccccc3)c(=O)c-2c2n1CCCCC2	-0.1
Cn1c(=S)n(/N=C/c2ccc3c(c2)OCO3)c2ccccc21	-2.5
COc1cccc(-c2cc(NC=O)c3ncc(-c4cc(OC)c(OC)c(OC)c4)n3c2)c1	-3.5
O=[N+]([O-])c1ccc(Cl)c(CN2CCN(c3ncc(Cc4ccccc4)cn3)CC2)c1	4.3
COc1ccc(CCNC(=O)C(F)(F)F)cc1S(N)(=O)=O	2.1
CCN1C(=O)N[C@@H](CCc2ccccc2)C(C(C)=O)=C1C	-2.0
O=C1Nc2cc(C(=O)N3CCOCC3)ccc2SC1N1CCOCC1 (stereo unspecified)	-1.2
COc1ccc(OCC(=O)NNC(=O)c2cc3ccccc3o2)cc1	-1.3

More compounds.
Compound	TbREL1 inh
CC1(C(=O)NCc2ccc(Cl)c(Cl)c2)Oc2cccnc2NC1=O (stereo unspecified)	1.0
O=C(Cc1ccccc1)N/N=C/c1ccc(-c2ccc([N+](=O)[O-])cc2)o1	6.5
Cc1nc(Nc2ccccc2C(F)(F)F)sc1C(=O)N(C)C	1.5
COc1ccc(C(C(=O)N(C)C2CCCC2)N(Cc2ccc(F)cc2)C(=O)c2csc3ccc(Cl)cc23)cc1OC (stereo unspecified)	-2.3
CCOc1ccccc1NC(=O)Cn1c(=O)n(-c2ccccc2)c(=O)c2oc3ccccc3c21	-0.5
COc1ccc(S(=O)(=O)Nc2ccc3cn[nH]c3c2)cc1[N+](=O)[O-]	0.4
COC(=O)CSc1nnc(CNC(=O)c2cccc(C)c2)n1-c1ccccc1OC	7.7
CCCCCN(C(=O)CCC(=O)OCC(=O)N1CCCCC1C)c1c(N)n(CCCC)c(=O)[nH]c1=O (stereo unspecified)	-4.4
CS(=O)(=O)N(CC(=O)N/N=C/c1ccccc1C(=O)O)c1cccc(Cl)c1Cl	6.4
CCOC(=O)c1sc(SCc2ccccc2)c2c1CC(C)(C)CC2=O	-1.6
CN1C(=O)c2ccccc2C(C(=O)O)C1c1cccc(Cl)c1 (stereo unspecified)	6.8
c1ccc(N=P(N2CCOCC2)(N2CCOCC2)N2CCOCC2)cc1	-0.8
O=C(CN1C(=O)C2CCCCN2C(=O)c2ccccc21)N1CCCc2ccccc21 (stereo unspecified)	-1.9
O=C(Nc1ccc(Oc2ccccc2)cc1)c1ccc2sc([C@H]3C[C@H](O)[C@@H](CO)O3)nc2c1	6.3
Cc1cc(NS(=O)(=O)c2ccc(NC(=O)CSc3nnc(SCc4ccc(Cl)cc4)s3)cc2)nc(C)n1	-3.0
COc1ccc(CCNc2oc(-c3ccc(OC)c(OC)c3)nc2C#N)cc1	-1.9
COc1ccc(S(=O)(=O)NCCCCCC(=O)O)cc1C(=O)O	2.8

Screening data (PubChem)
